# EPAC1 antagonist: antagonists of human EPAC1; O95398; EPAC1 GEF assay, Rap1b-BODIPY-GDP exchange fluorescence; Potency, µM (series often up to 115 µM), inactives show at the top dose activity change, negative = inhibition, usual class: inhibitors; 360,000 tested, 0.14% active; AID 720709;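 also: potency is read from the fitted curve at half-maximal effect; plate controls were vehicle for no effect and positive control for full effect; nearly all actives have a fitted effect of over 50% in size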
# Target sequence (O95398 whole entry, looked up): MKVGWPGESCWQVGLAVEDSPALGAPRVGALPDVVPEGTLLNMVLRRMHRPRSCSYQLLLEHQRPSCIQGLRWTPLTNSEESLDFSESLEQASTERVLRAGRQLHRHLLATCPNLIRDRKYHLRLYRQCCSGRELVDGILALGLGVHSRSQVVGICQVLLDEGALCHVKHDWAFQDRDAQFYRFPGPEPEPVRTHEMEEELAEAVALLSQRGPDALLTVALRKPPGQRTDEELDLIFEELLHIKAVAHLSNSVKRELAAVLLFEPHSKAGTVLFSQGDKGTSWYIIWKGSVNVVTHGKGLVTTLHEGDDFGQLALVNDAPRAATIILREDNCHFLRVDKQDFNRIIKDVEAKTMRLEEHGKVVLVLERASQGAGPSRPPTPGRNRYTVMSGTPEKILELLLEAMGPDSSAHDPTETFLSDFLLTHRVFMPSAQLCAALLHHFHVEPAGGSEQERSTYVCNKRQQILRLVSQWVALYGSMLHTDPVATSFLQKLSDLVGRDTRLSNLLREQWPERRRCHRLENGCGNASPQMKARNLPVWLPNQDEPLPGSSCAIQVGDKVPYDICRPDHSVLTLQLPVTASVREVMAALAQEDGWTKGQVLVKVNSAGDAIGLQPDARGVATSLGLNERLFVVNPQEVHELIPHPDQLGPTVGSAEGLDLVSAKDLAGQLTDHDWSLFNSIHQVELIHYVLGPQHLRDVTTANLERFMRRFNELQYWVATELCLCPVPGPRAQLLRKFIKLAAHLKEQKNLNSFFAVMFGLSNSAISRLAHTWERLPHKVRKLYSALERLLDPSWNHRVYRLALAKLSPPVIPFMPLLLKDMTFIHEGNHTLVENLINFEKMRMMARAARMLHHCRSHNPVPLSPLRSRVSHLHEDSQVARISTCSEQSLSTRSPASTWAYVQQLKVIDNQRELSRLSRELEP
# PI5P4Ka inh: blocks human PI5P4K alpha kinase activity | 330,000 tested, 1.2% active | PI5P4Kalpha enzyme, ADP-Glo luminescence, 60 min; hits give low values | max response, % | P48426; active = max response of -50% or lower; inconclusive = between -30% and -50%; inactive = -30% or higher; also: value at the top dose of about 77 µM; % is scaled to controls: 0 for no effect and ±100 for the full control effect
#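 Single end-point luminescence (ADP-Glo) quantified ADP from PI5P4Kalpha turnover; ATP 5 microM final, 1 h at RT, 0.1% CHAPS and 0.28 mM EGTA in HEPES pH 7.4.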
# WRN inhibitor: blocks human WRN helicase; Q14191; WRN helicase unwinding, fluorescent forked duplex, kinetic; Potency, µM (doses to about 114 µM), for inactives: at the top dose activity change, negative = inhibition, usual class: inhibitors; 360,000 tested, 0.46% active; AID 651768; also: potency is read from the fitted curve at half-maximal effect; % is scaled to controls: 0 for no effect and ±100 for the full control effect; nearly all actives have a fitted effect of over 55% in size
#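 Screening of the MLSMR collection measured strand separation of a quenched forked DNA duplex (100 nM) by 20 nM WRN with 2 mM ATP, all final. Compounds were preincubated with enzyme 15 min at room temperature.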
# Abeta rescue: A-beta toxicity reversal in yeast; yeast expressing A-beta42, growth rescue, OD600, 48 h; response scale: 0% DMSO, 100% iron-clioquinol control; Potency, µM (series often up to 46.1 µM), for the others: at the highest dose growth rescue, most hits filed as activators; 410,000 tested, 0.063% active; AID 1347071; also: potency is read from the fitted curve at half-maximal effect; nearly all actives have a fitted effect of over 55% in size
#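 Growth rescue measured by 600 nm absorbance after 48 h yeast culture at 30 C with compound. Values normalized between DMSO and an equimolar ferric chloride plus clioquinol control.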
# FUS yeast rescue: suppressors of FUS proteinopathy in yeast; 390,000 tested, 0.24% active; Potency, µM (series often up to 76.6 µM), for inactives: top-dose growth rescue (activation), hits mostly activators; S. cerevisiae FUS-expressing, growth rescue, OD600, 24 h;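 also: potency is read from the fitted curve at half-maximal effect; plate controls were DMSO vehicle for no effect and reference control for full effect; nearly all actives have a fitted effect of over 55% in size; some results filed as inactive show a strong effect at the top dose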
#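 Restored growth of FUS-toxic S. cerevisiae, read as 600 nm absorbance after 24 h at 30C in galactose medium (starting OD 0.005). Controls CP55940 and DMSO.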
# PLK1 PBD inh: blocks phosphopeptide binding to human PLK1 polo-box domain; 360,000 tested, 2.8% active; Potency, µM, without a hit: max response, negative = inhibition, usual class: inhibitors; AID 720504; Plk1 PBD binding of FITC phosphopeptide, fluorescence polarization; also: potency is read from the fitted curve at half-maximal effect; series mostly up to about 57 µM; % is scaled to controls: 0 for no effect and ±100 for the full control effect; nearly all actives have a fitted effect of over 65% in size
# EPAC1 agonist: activates human EPAC1 exchange factor; O95398; EPAC1 agonist qHTS, biochemical assay; response scale: 100% = response to 6.5 mM cAMP; Potency, µM (titrated, usually from 154 µM), for the others: top-dose activation, actives largely listed as activators; 360,000 tested, 0.073% active; also: potency is read from the fitted curve at half-maximal effect; nearly all actives have a fitted effect of over 60% in size
#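 Read-out is the fluorescence drop as BODIPY-GDP leaves Rap1B (480 nm excitation, 540 nm emission), recorded every 5 minutes over 30 minutes. Reactions held 100 nM EPAC1, 250 nM Rap1B–BODIPY-GDP and 50 uM GDP, with 6.5 mM cAMP setting full activation.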
# IL2 activator: activators of IL-2 | IL-2 activation reporter assay, cell-based qHTS; stimulated with anti-CD3/CD4/CD28 beads; in transgenic mouse T cells | activation, % (series mostly up to about 46 µM) | 360,000 tested, 0.065% active; in the data active = activation above about 50%; inconclusive = mostly about 30% to 49%; also: 0% is about no effect
#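 First, unstimulated transgenic mouse T cells were exposed to compound for 60 min. Next, anti-CD3/anti-CD4-coated beads with anti-CD28 were added. Finally, after 18 h at 37 degrees C, EGFP and DsRed were imaged.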
# aSyn rescue: inhibitors of alpha-synuclein toxicity in yeast | Yeast expressing alpha-synuclein, growth rescue, BacTiter-Glo, 24 h | Potency, µM (titrated, usually from 46.1 µM), for the others: top-dose growth rescue (activation), actives largely listed as activators | 370,000 tested, 0.14% active | AID 652106; also: potency is read from the fitted curve at half-maximal effect; % of control where 0% means no effect; nearly all actives have a fitted effect of over 65% in size
#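 Readout is rescue of growth in alpha-synuclein-expressing yeast, so inhibitors of toxicity appear as activators. Growth after 24 hr at 30 deg C in galactose medium is quantified by luminescence.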
# Starred values were filed as active, the others as inactive; ? = inconclusive; . = no result given; [ ] = dose if it differs, or a comment. Unless noted, calls follow the shape of the dose curve; as a rule, active = well fitted curve in the direction sought with a large enough effect; inconclusive = small, poorly fitted or top-dose-only effect, or another doubt; inactive = no such curve, though single readings can be large; an effect the other way counts as inactive or inconclusive. Rows were taken by chance; overall some 4.1% were active at least once.
# Screens by letter: A = EPAC1 antagonist; B = PI5P4Ka inh; C = WRN inhibitor; D = Abeta rescue; E = FUS yeast rescue; F = PLK1 PBD inh; G = EPAC1 agonist; H = IL2 activator; I = aSyn rescue
> COC(=O)C1C(=O)C(C(=O)c2ccc([N+](=O)[O-])cc2)C(=O)CC1(C)C (stereo not drawn)
  A: -22%	B: -2	C: 7%	D: 12%	E: -13%	F: 1%	G: 18%	H: 0.6	I: -1%
> COc1ccc(C)cc1Nc1n[n+](-c2ccccc2)c(-c2ccc(OC)c(OC)c2OC)s1
  A: 4%	B: -27	C: -4%	D: 5%	E: 20%	F: -13%	G: -2%	H: -0.3	I: 7%
> COc1ccc(/C=C2\Sc3ccc(C(=O)N4CCOCC4)cc3N(C)C2=O)cc1
  A: -19%	B: 9	C: -5%[11.6 µM]	D: -3%	E: 33%	F: -8%	G: -4%	H: 0.6	I: 8%
> CCOC(=O)Cc1csc(NC(=O)COc2ccc3c(c2)CCC3)n1
  A: -5%	B: -12	C: -31%	D: ?	E: 17%	F: -7%	G: 1%	H: -3.4	I: -24%
> Cc1ccc(NC(=O)CN(C)C(=O)COC(=O)c2ccc(Cl)cc2O)cc1
  A: -11%	B: 7	C: -1%	D: -4%	E: -25%	F: -2%	G: -20%	H: 1.2	I: -3%
> COC(=O)[C@]12CCCCC=C1N(CCC1=CCCCC1)C(=O)[C@H](CC(=O)NCc1ccc(OC)c(OC)c1)C2
  A: -13%	B: 7	C: -10%	D: 8%	E: ?	F: 1%	G: 1%	H: -0.2	I: 4%
> OCc1c[nH]c2ccccc12
  A: -6%	B: -26	C: 2%	D: 2%	E: -9%	F: -6%	G: -21%	H: 0.0	I: 17%
> COc1ccc(NC(=O)/C(C#N)=C\c2ccc(-c3cc(C(=O)O)ccc3C)o2)cc1
  A: -17%	B: ?	C: ?	D: 4%	E: 37%	F: -18%	G: 5%	H: -0.2	I: -1%
> CSc1ccccc1C(=O)Nc1cccc(C(C)O)c1 (stereo not drawn)
  A: 1%	B: .	C: -7%	D: -18%	E: -4%	F: 0%	G: 0%	H: -1.6	I: -5%
> Cc1nn(-c2ccc(Cl)cn2)c2c1C(=O)CC(C)(C)C2Br (stereo not drawn)
  A: -4%	B: -3	C: 3%	D: -10%	E: 1%	F: -2%	G: -7%	H: 2.3	I: -18%

# (list continues)
# Screens by letter: A = EPAC1 antagonist; B = PI5P4Ka inh; C = WRN inhibitor; D = Abeta rescue; E = FUS yeast rescue; F = PLK1 PBD inh; G = EPAC1 agonist; H = IL2 activator; I = aSyn rescue
> CN(C)CCCN1C(=O)c2cccc3cccc(c23)C1=O
  A: -15%	B: 3	C: -3%[11.6 µM]	D: 4%	E: -3%	F: -2%	G: 3%	H: -0.5	I: -5%
> N#CC(C#N)=c1ccc2c(c1)NC1(CCCCC1)N=2
  A: -13%	B: ?	C: -28%	D: -49%[inhibitor]	E: .	F: -8%	G: -9%	H: -6.4	I: -32%[inhibitor]
> Cc1cccc(/C=N/NC(=O)c2cccc([N+](=O)[O-])c2)n1
  A: -8%	B: -6	C: -15%	D: -13%	E: 8%	F: -12%	G: -5%	H: 0.0	I: -2%
> CCOC(=O)c1c(C)sc2c1N(C(=O)CN(CC)CC)c1cc(Cl)ccc1S2
  A: -7%	B: 1	C: -10%	D: 9%	E: 13%	F: -9%	G: 4%	H: -0.4	I: -3%
> COc1ccc(S(=O)(=O)N2CCN(C(=O)CCC3CCCC3)CC2)cc1
  A: 7%	B: -2	C: 5%	D: -29%	E: ?	F: -3%	G: 7%	H: -1.5	I: 2%
> O=C(COC(=O)CCc1c[nH]c2ccccc12)NCCc1ccccc1
  A: -13%	B: 1	C: 6%	D: -7%	E: .	F: -7%	G: -7%	H: 1.0	I: 12%
> COc1ccc(C(=O)Nc2ccc(S(=O)(=O)N(C)c3ccccc3)cc2)cc1
  A: -14%	B: 12	C: -14%	D: 7%	E: 11%	F: -2%	G: 8%	H: -0.6	I: 11%
> CC1(C)CC(Cc2ccc(Cl)nc2)N(C(=O)OC(C)(C)C)C1 (stereo not drawn)
  A: -3%	B: 4	C: -4%	D: 5%	E: -19%	F: -6%	G: -18%	H: -1.5	I: 13%
> Cc1cc(N2CC(C(=O)NCc3cccnc3)CC2=O)ccc1C(C)C (stereo not drawn)
  A: 4%	B: 0	C: 0%	D: -5%	E: -23%	F: -10%	G: -4%	H: 1.0	I: -1%
> O=C(c1cccs1)N1CCN(c2nnc(-c3ccccc3)c3ccccc23)CC1
  A: 12%	B: -7	C: 3%	D: -18%	E: 6%	F: -9%	G: -2%	H: 1.3	I: 10%
> CCCC(NC(=O)c1ccccc1)c1nc2ccccc2n1Cc1ccc(C(=O)OC)o1 (stereo not drawn)
  A: -19%	B: -9	C: 5%	D: -4%	E: -15%	F: -10%	G: -5%	H: 0.1	I: 0%
> CS(=O)(=O)c1ccc(NC(=O)c2cccc(-n3cnnn3)c2)cc1
  A: 8%	B: -7	C: -6%	D: 4%	E: -2%	F: -4%	G: 1%	H: 0.9	I: -7%

# 9 compounds from above, sorted by formula weight, rising.
# Screens by letter: A = EPAC1 antagonist; B = PI5P4Ka inh; C = WRN inhibitor; D = Abeta rescue; E = FUS yeast rescue; F = PLK1 PBD inh; G = EPAC1 agonist; H = IL2 activator; I = aSyn rescue
> Cc1cccc(/C=N/NC(=O)c2cccc([N+](=O)[O-])c2)n1
  A: -8%	B: -6	C: -15%	D: -13%	E: 8%	F: -12%	G: -5%	H: 0.0	I: -2%
> CSc1ccccc1C(=O)Nc1cccc(C(C)O)c1 (stereo not drawn)
  A: 1%	B: .	C: -7%	D: -18%	E: -4%	F: 0%	G: 0%	H: -1.6	I: -5%
> CC1(C)CC(Cc2ccc(Cl)nc2)N(C(=O)OC(C)(C)C)C1 (stereo not drawn)
  A: -3%	B: 4	C: -4%	D: 5%	E: -19%	F: -6%	G: -18%	H: -1.5	I: 13%
> CS(=O)(=O)c1ccc(NC(=O)c2cccc(-n3cnnn3)c2)cc1
  A: 8%	B: -7	C: -6%	D: 4%	E: -2%	F: -4%	G: 1%	H: 0.9	I: -7%
> COC(=O)C1C(=O)C(C(=O)c2ccc([N+](=O)[O-])cc2)C(=O)CC1(C)C (stereo not drawn)
  A: -22%	B: -2	C: 7%	D: 12%	E: -13%	F: 1%	G: 18%	H: 0.6	I: -1%
> Cc1cc(N2CC(C(=O)NCc3cccnc3)CC2=O)ccc1C(C)C (stereo not drawn)
  A: 4%	B: 0	C: 0%	D: -5%	E: -23%	F: -10%	G: -4%	H: 1.0	I: -1%
> COc1ccc(C(=O)Nc2ccc(S(=O)(=O)N(C)c3ccccc3)cc2)cc1
  A: -14%	B: 12	C: -14%	D: 7%	E: 11%	F: -2%	G: 8%	H: -0.6	I: 11%
> COc1ccc(/C=C2\Sc3ccc(C(=O)N4CCOCC4)cc3N(C)C2=O)cc1
  A: -19%	B: 9	C: -5%[11.6 µM]	D: -3%	E: 33%	F: -8%	G: -4%	H: 0.6	I: 8%
> CCCC(NC(=O)c1ccccc1)c1nc2ccccc2n1Cc1ccc(C(=O)OC)o1 (stereo not drawn)
  A: -19%	B: -9	C: 5%	D: -4%	E: -15%	F: -10%	G: -5%	H: 0.1	I: 0%
